Compound activity deposited in PubChem by several laboratories.
PfM18AAP inh: blocks P. falciparum M18 aspartyl aminopeptidase; inhibition, % at 7.35 µM; AID 1822; 290,000 compounds, 1.2% hits; recombinant PfM18AAP, H-Glu-NHMec fluorogenic cleavage;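 active means inhibition above the campaign mean inhibition over all tested compounds plus 3 SD, cut at about 28% in these data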;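 further: 0% = plate median of test compound wells and 100% = 2 mM ZnCl2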
p-CIP stab down: p/CIP protein destabilization; Q05BA5; F442A p/CIP-EGFP cells, EGFP fluorescence, 16 h; AID 1984; decrease of EGFP signal, % at 10 µM; 290,000 compounds, 0.01% hits;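 active means EGFP signal decrease of at least 30% at 10 µM or well 3 SD below plate mean, unless failing retest; inactive means the rest, including hits failing retest or dose response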; further: some compounds called inactive have numbers as strong as hits; many of its hits are not listed in these tables
SUMO HTRF inh: blocks human SUMOylation mediated by UBC9 | AID 2006 | P63279 | HTRF SUMOylation assay, SAE1/SAE2 + UBC9, in vitro | 290,000 compounds, 0.36% hits | inhibition, % at 35 µM; in the data active means inhibition above about 50%, passing the limit was not always enough; further: strong numbers were not always called active
IDE inh: cellular human IDE inhibition | HEK cells, FAbetaB cleavage, fluorescence polarization | inhibition, % at 5.59 µM | 320,000 compounds, 0.41% hits | AID 434962;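 active means percent inhibition above the average of all tested compounds plus 3 SD, set per screening campaign, cut at about 16% in these data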;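 further: IDE supplied by intact live HEK cells; FP after avidin binding of uncleaved biotin substrate so inhibition keeps polarization high; 0% = DMSO wells and 100% = 60 µM reference IDE inhibitor Ii1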
Target sequence (P14735 whole entry, looked up): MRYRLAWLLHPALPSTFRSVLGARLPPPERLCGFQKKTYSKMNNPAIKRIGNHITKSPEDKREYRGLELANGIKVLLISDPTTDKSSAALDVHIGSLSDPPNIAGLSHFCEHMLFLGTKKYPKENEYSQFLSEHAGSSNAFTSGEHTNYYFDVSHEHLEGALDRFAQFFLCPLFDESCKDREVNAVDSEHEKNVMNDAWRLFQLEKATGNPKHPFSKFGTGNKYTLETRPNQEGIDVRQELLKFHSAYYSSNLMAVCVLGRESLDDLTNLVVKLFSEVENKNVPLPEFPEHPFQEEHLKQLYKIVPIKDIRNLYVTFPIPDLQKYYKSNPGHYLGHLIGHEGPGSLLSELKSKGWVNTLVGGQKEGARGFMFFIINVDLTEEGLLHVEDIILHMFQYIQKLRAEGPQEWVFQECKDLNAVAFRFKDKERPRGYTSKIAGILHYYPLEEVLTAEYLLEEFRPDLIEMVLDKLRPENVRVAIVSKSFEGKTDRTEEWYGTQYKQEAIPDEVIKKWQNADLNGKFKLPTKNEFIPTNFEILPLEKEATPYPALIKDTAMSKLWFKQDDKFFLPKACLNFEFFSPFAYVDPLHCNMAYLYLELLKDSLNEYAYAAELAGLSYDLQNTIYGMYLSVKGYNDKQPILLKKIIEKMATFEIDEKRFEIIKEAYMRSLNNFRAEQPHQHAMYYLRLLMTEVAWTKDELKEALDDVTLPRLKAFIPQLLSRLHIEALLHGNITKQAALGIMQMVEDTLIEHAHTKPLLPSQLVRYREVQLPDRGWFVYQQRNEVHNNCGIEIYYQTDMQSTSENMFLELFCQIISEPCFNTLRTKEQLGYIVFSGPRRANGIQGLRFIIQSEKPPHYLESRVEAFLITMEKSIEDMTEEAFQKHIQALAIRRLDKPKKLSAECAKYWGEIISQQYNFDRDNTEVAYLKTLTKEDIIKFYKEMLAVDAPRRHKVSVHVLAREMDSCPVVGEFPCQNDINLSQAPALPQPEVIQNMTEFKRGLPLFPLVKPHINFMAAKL
MEKK2wt PB1 HTS: raises or lowers MEK5 binding to wildtype human MEKK2 PB1 domain. 290,000 compounds, 1.1% hits. bead flow cytometry, Alexa488-MEK5 binding to MEKK2 WT; actives lie on both sides. AID 1531. binding response (% of control), % at 10 µM; in the data active means binding response below about 67% or above about 130%
MEKK3 PB1 HTS: MEKK3-MEK5 PB1 interaction, increase or decrease; 290,000 compounds, 1.4% hits; binding response (% of control), % at 10 µM; bead-based flow cytometry, Alexa488-MEK5 binding to MEKK3; actives lie on both sides; 0 = blocked by unlabeled MEK5, 100 = vehicle; Q99759; AID 1529;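 active means binding response more than 3 SD above or below the average of its plate-row segment, actives on both sides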;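 further: Alexa488 bead fluorescence after subtracting the streptavidin-only scavenger bead signal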
NALP1 yeast inh: NALP1 inhibition | S. cerevisiae NALP1/ASC/caspase-1 growth, X-gal OD620, 72 h | inhibition, % at 10 µM | 280,000 compounds, 0.61% hits | AID 2071; in the data active means inhibition mostly above about 24%, no sharp cut-off; inactive means mostly below about 32%; further: some compounds called inactive have numbers as strong as hits
IDE act: activators of human insulin-degrading enzyme in cells | activation, % at 5.96 µM | P14735 | 340,000 compounds, 0.073% hits | HEK cells, FAbeta-B cleavage, fluorescence polarization; 0% vehicle, 100% cell-free pure enzyme wells;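 active means activation above the mean of all tested compounds plus 3 SD, set per screening campaign, cut at about 17% in these data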
MEKK2mut PB1 HTS: signal of MEK5 binding to mutant human MEKK2 PB1 domain | bead flow cytometry, Alexa488-MEK5 binding to MEKK2 mutant | percent response, % at 10 µM | 290,000 compounds, 0.35% hits | AID 1530; in the data active means percent response above about 24%, passing the limit was not always enough; further: inactives centre near 1; some results filed as inactive read as strong as hits; reference of the scale not given here
An asterisk follows results filed as active; . = no result given; [ ] = another dose, or the depositor's remark. The list is partial (hit frequency here may not be typical).

SMILES	PfM18AAP inh	p-CIP stab down	SUMO HTRF inh	IDE inh	MEKK2wt PB1 HTS	MEKK3 PB1 HTS	NALP1 yeast inh	IDE act	MEKK2mut PB1 HTS
CN(Cc1ccccc1)CC(O)COc1ccc(CNCCc2cccnc2)cc1 (stereo not given)	4	-11	12	-4	187*	107	17	5	63*
CC(=O)Nc1cccc(C(=O)N(CCc2ccccc2)Cc2ccccc2)c1	-13	-6	2	.	107	106	12	-2	3
COc1ccc(C2CC(=O)C(C=NCCN3CCNCC3)=C(O)C2)cc1OC (stereo not given)	1	-14	6	.	96	101	-8	.	-5
Cc1nn(-c2ccccc2)c(C)c1C(=O)OCC(=O)N1c2ccccc2NC(=O)C1(C)C	1	6	10	4	100	105	-14	8	2
COc1ccc(OCCC(=O)OCC(=O)NCc2ccc(F)cc2)cc1	-2	19	-16	-2	109	103	-10	0	2
Cc1ccc(NC(=O)CC2Nc3ccccc3NC2=O)cc1Cl (stereo not given)	19	2	-14	.	102	105	7	6	5
O=C1c2ccccc2C(=O)N1CCCCn1c(=O)oc2ccccc21	2	-8	29	3	102	98	-3	-1	3
CCS(=O)(=O)N1N=C(c2ccc(NS(C)(=O)=O)cc2)CC1c1ccccc1 (stereo not given)	-6	-14	2	8	.	32*[inhibitor]	31	0	.
O=C(/C=C/c1ccc(Cl)cc1Cl)Nc1cccc(S(=O)(=O)NC2=NCCCCC2)c1	0	-4	-7	5	119	106	27	-1	3
Cc1cc(NC(=O)CSc2nc(-c3ccccc3Cl)nc3c2c(=O)n(C)c(=O)n3C)no1	-5	14	-4	-4	103	103	7	-1	3
N#Cc1cnn2ccc(-c3cc(N4CCOCC4)ccc3[N+](=O)[O-])nc12	3	0	-1	-1	100	104	-6	6	-4
CCN(C(=O)COc1ncnc2scc(-c3ccc(F)cc3)c12)C1CCS(=O)(=O)C1 (stereo not given)	-4	4	25	-1	109	109	0	6	9
CCNC(=O)/C(=C/c1cccc([N+](=O)[O-])c1)NC(=O)c1ccc(C)cc1	-7	-1	2	-1	98	107	2	3	-8
Cc1nc(-c2ccccn2)sc1C(=O)Nc1ccc(Cl)c(Cl)c1	-2	-7	-2	4	96	100	8	0	-4
Cc1cc(C)nc(NS(=O)(=O)c2ccc(NC(=S)NC(=O)C(C)(C)C)cc2)n1	20	11	6	-3	95	98	-10	2	-4
COc1cc(C(=O)OCC(C)=O)c([N+](=O)[O-])cc1OC	-9	10	-2	3	96	94	23	10	-1
CCCc1ncc(CN2CCCCC2C(=O)Nc2ccc(Oc3ccccc3)nc2)cn1 (stereo not given)	-7	-2	7	4	107	104	2	-8	7
COc1ccc(CCNC(=O)COC(=O)Cc2cc(OC)c(OC)c(OC)c2)cc1	1	5	5	-5	92	94	11	9	-6
O=C(N/C(=C/c1ccc(Br)cc1)C(=O)N1CCCCC1)c1ccccc1F	-7	-15	2	-3	95	100	18	7	-7
COCCN(C(=O)Cn1nnc2ccccc21)C(C(=O)NC1CCCC1)c1ccc(OC)cc1OC (stereo not given)	9	-2	-13	-1	102	98	6	0	3
CC(=O)Nc1cc2ccc(OC(C)=O)cc2oc1=O	.	-20	44	-3	102	100	-10	-1	2
CC(NC(=O)/C(C#N)=C/c1cn(-c2ccccc2)nc1-c1ccc(F)cc1)c1ccccc1 (stereo not given)	5	-6	2	3	85	80	34	0	-4
O=c1cnnc(Nc2ccccc2F)[nH]1	-2	17	20	1	102	99	12	0	-3
Nc1cc(Oc2cccnc2)cc([N+](=O)[O-])c1	-22	16	-4	.	89	89	-4	-3	-14
CC1=Nc2ccccc2N=C(NC(=O)CN2CCN(c3ccccc3)CC2)C1c1ccccc1 (stereo not given)	-1	-2	2	-2	103	102	-4	-2	-2

Individual results from the results shown.
Cc1cc(NC(=O)CSc2nc(-c3ccccc3Cl)nc3c2c(=O)n(C)c(=O)n3C)no1 – MEKK2wt PB1 HTS: 103
O=c1cnnc(Nc2ccccc2F)[nH]1 – MEKK2mut PB1 HTS: -3

Limited to p-CIP stab down and MEKK2mut PB1 HTS (2 entries from above):
mol | p-CIP stab down | MEKK2mut PB1 HTS
COc1ccc(CCNC(=O)COC(=O)Cc2cc(OC)c(OC)c(OC)c2)cc1 | 5 | -6
CCNC(=O)/C(=C/c1cccc([N+](=O)[O-])c1)NC(=O)c1ccc(C)cc1 | -1 | -8

The results go on.
SMILES	PfM18AAP inh	p-CIP stab down	SUMO HTRF inh	IDE inh	MEKK2wt PB1 HTS	MEKK3 PB1 HTS	NALP1 yeast inh	IDE act	MEKK2mut PB1 HTS
CCCOc1ccc(CNC(=O)c2ccc3c(c2)N(CC)CCS3)cc1	3	11	3	-2	104	101	2	1	-1
O=C(NC1CC2CCCC(C1)N2Cc1cccs1)c1ccc([N+](=O)[O-])cc1 (stereo not given)	0	-27	2	0	117	106	14	.	10
O=C(Nc1ccc(F)cc1)N1CCN(c2nc3ccccc3s2)CC1	1	-1	-19	12	103	102	11	-7	15
CCOC(=O)c1c(NC(=O)CSc2nnnn2-c2ccccc2)sc2c1CC(C)(C)NC2(C)C	-13	1	8	0	139	99	27	1	13
O=C(NCc1ccccc1)c1ccc2c(c1)C(=O)N(Cc1ccncc1)C2=O	5	-6	-5	-13	95	91	17	3	-14
O=C(c1ccccc1)c1ccc(Cn2cc(-c3ccccc3)nn2)cc1	-14	-15	-8	8	99	94	12	2	-11
Cc1ccc(S(=O)(=O)N2CCCC2C(=O)OCC(=O)Nc2ccc3c(c2)OCO3)cc1 (stereo not given)	-3	0	2	2	102	105	5	2	1
Cc1sc(N)nc1-c1ccccc1	2	6	-13	3	104	102	-12	1	1
CCCCCOC(=O)C1[C@H]2C(=O)N(c3ccccc3CC)C[C@]23C=C[C@H]1O3 (stereo not given in full)	1	1	8	3	99	102	18	2	2
CC(Nc1cc(N2CCCC2)ccc1[N+](=O)[O-])c1ccccc1 (stereo not given)	-10	-14	22	-2	100	104	24	4	1
CCNc1c2c3c(cccc3n(C)c1=O)C(=O)c1ccccc1-2	5	-570	38	62*	83	99	12	.	-7
CC(NS(=O)(=O)c1ccccc1)C(=O)NCc1ccco1 (stereo not given)	8	-7	23	3	97	98	11	0	-3
O=c1ccc2cc(S(=O)(=O)N3CCN(c4ccccc4)CC3)ccc2[nH]1	2	1	17	7	99	98	13	-3	0
O=C(CSc1nnc(-c2cccc(S(=O)(=O)N3CCCC3)c2)n1-c1ccccc1)Nc1ccc(C(=O)O)cc1	12	9	22	3	96	98	-4	2	-8
Cc1c(C)n(CCc2c[nH]c3ccccc23)ccc1=O	-5	-2	12	-2	89	99	-17	4	-6
Cn1c(/C=C/c2ccccc2)nc2ccccc2c1=O	-3	3	-5	7	105	103	18	-1	0
COc1ccc(N2C(=O)C3[C@@H](C2=O)C2(Cl)C(Cl)=C(Cl)C3(Cl)C2(OC)OC)cc1 (stereo not given in full)	0	-1	-1	-4	121	101	47	8	16
NC(=O)CSc1nnc(Cn2c(=O)sc3ccccc32)n1-c1cccc(Cl)c1	-3	1	17	4	84	84	2	4	-13
COCC(C)NC(=O)CCS(=O)(=O)c1nc(-c2ccc(OC)cc2)cc(C(F)(F)F)n1 (stereo not given)	-8	-5	-10	-3	108	104	10	0	10
COc1ccc(NC(=O)CSc2ccc(-c3sc(C)nc3C)nn2)cc1	-15	-8	14	2	107	105	11	4	6
Cc1ccc(C2(O)C(=O)c3ccccc3C2=O)c(O)c1C	2	-4	6	3	102	97	-2	3	-1
COc1ccc(CCNC(=O)[C@@H](NC(=O)c2ccccc2F)C(C)C)cc1OC	6	-17	8	-2	104	101	-3	10	-4
O=C(Nc1ccc(Cl)cc1C(=O)NCC1CCCO1)c1ccco1 (stereo not given)	-1	0	5	0	99	99	-10	-2	5
CC(C)c1ccc(C2NC(=S)NC3=C2C(=O)CC(C)(C)C3)cc1 (stereo not given)	-2	7	-18	2	98	96	9	8	2
S=C(Nc1ccc(Nc2ccccc2)cc1)N1CCN(c2ncccn2)CC1	2	6	-18	0	99	99	14	1	-19

(more compounds)
SMILES	PfM18AAP inh	p-CIP stab down	SUMO HTRF inh	IDE inh	MEKK2wt PB1 HTS	MEKK3 PB1 HTS	NALP1 yeast inh	IDE act	MEKK2mut PB1 HTS
C/C(=N\NC(=O)CSCc1ccccc1Cl)c1cc(O)ccc1O	16	0	4	2	92	95	-5	-2	-9
Cc1ccc(-n2ncc3c(Nc4c(C)n(C)n(-c5ccccc5)c4=O)ncnc32)c(C)c1	-4	6	9	1	105	83	31	-1	-3
Cc1nn(C)cc1/C=N/n1nnnc1N	1	-9	2	0	103	105	9	-1	12
Cc1ccc(NC(=O)/C(=C\c2cccc([N+](=O)[O-])c2)NC(=O)c2cccs2)cc1	-1	-2	2	-3	.	.	-12	4	.
O=C(NCc1ccccc1C(F)(F)F)C12CN(Cc3ccccc3)CC1C(c1ccc([N+](=O)[O-])cc1)=NO2 (stereo not given)	5	2	-10	2	97	99	21	6	3
O=C(c1ccccc1)n1c(=S)nc2ccccn21	.	-6	19	7	103	98	12	0	4
O=C(COC(=O)c1ccco1)c1ccccc1	-10	-3	25	-11	94	101	-2	-2	0
O=C(CSc1ccccn1)Nc1cccc([N+](=O)[O-])c1	4	-7	3	4	98	100	-28	7	2
COc1ccc(NC(=O)CCNS(=O)(=O)c2ccc(NC(C)=O)cc2)cc1Cl	0	-2	-5	0	104	104	0	4	1
CCCN(CC1CC1)C(=S)Nc1ccc(Oc2ccccc2)cc1	1	-1	-20	1	109	101	61*	6	6
CCOc1ccnc2c1c(=O)n(Cc1cc(OC)cc(OC)c1)c(=O)n2C	4	3	.	1	105	101	17	7	-9
COc1cccc2c1O/C(=N\O)C(C(=O)Nc1cccc(Br)c1)C2 (stereo not given)	10	0	-1	.	101	101	10	5	4
CCCCN(C)C(=O)c1sc2ncn(CC)c(=O)c2c1C	-3	-3	10	3	98	91	15	2	-2
Nc1nc(NCCCN2CCOCC2)nc(Nc2ccccc2F)c1[N+](=O)[O-]	8	-13	4	-8	117	106	10	-2	10
C=CCNC(=O)c1ccc(Cn2cc(C(F)(F)F)ccc2=O)cc1	-4	-13	12	6	105	105	8	3	2
c1ccc(C2(Cn3ccc4ccccc43)OCCO2)cc1	0	-5	-19	5	12*	95	8	6	3
CCC(c1nnnn1C(C)(C)CC)N(CCCO)Cc1cc2cccc(C)c2[nH]c1=O (stereo not given)	25	-16	42	0	104	104	20	5	5
COc1ccc2[nH]cc(CCNS(=O)(=O)c3ccc(C)cc3)c2c1	2	-7	11	5	105	105	-1	6	10
C=CCn1c(SCC(=O)N2CCc3ccccc3C2)nc2sc(C)c(C)c2c1=O	1	-8	-14	0	101	96	31	-5	0
Cc1[nH]nc2c1C(c1ccsc1)C1=C(CC(C)(C)CC1=O)N2 (stereo not given)	-1	-13	13	4	101	105	-4	5	1
O=C1Nc2ccccc2Nc2ccccc21	4	-4	16	-4	103	104	9	-1	3
Cc1nc(C(F)(F)F)ccc1C(=O)N1CCCCC1	-4	8	6	4	100	95	10	8	-1
COc1cccc(/C(O)=C2\C(=O)C(=O)N(c3ccccn3)C2c2ccccc2OC)c1 (stereo not given)	3	-4	20	7	116	114	-2	4	4
Cc1cc(C)n(-c2nc(-c3ccc(Cl)cc3)cs2)n1	-2	1	-8	2	100	102	-17	-3	3
O=S(=O)(c1ccccc1)c1nc(-c2ccco2)oc1N1CCCCCC1	-9	-10	14	0	97	99	30	-2	-3
COc1ccc(-c2cc3ccccc3oc2=O)cc1NC(=O)c1ccc([N+](=O)[O-])o1	-1	-10	32	-1	101	102	16	-10	4
CCOC(=O)c1cc(-c2ccc(OC)cc2)nn1-c1ccccc1C(=O)O	-4	5	13	8	79	94	3	1	-21
